D3 ag – D3 dopamine receptor (human) agonism; P35462; AID 652048; actives 0.58% (n = 410,000); D3R DiscoveRx beta-arrestin cells, luminescence, 90 min; max activation, %; in the data active means max activation above about 30%; further: 0% is about no effect; mostly tested at two doses, the higher about 12 µM
Target sequence (P35462 whole entry, looked up): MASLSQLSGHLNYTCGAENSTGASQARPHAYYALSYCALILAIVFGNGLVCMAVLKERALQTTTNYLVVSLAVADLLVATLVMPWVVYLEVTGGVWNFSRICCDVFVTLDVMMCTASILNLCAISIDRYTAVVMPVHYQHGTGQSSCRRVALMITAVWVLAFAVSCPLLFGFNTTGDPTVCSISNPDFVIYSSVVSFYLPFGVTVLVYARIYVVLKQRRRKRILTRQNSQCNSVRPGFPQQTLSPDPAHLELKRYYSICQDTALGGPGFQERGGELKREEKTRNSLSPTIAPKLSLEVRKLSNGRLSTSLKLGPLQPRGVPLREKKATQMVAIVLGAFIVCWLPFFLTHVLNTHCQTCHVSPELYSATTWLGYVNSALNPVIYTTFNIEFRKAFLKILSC
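Agonist mode: compounds and dopamine controls were applied to plated cells for 90 min at 37 degrees C after an overnight attachment at 1500 cells/well. Luminescent read-out followed 30 - 60 minutes at room temperature with DiscoveRx detection reagent.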
GLP1R inv ag – GLP-1 receptor (human) inverse agonism. HEK293 GLP-1R CRE-luciferase, luminescence, 24 h; GLP-1R form is constitutively active. Potency, µM (top dose mostly 38.3 µM), for inactives: at the highest dose activity change, negative = inhibition, hits mostly inhibitors. P43220. actives 1.6% (n = 410,000); further: potency means the concentration at half of the fitted maximal effect; on the % scale 0 is the no-effect control and ±100 the full control effect; nearly all actives have a fitted effect of over 55% in size
Target sequence (P43220 whole entry, looked up): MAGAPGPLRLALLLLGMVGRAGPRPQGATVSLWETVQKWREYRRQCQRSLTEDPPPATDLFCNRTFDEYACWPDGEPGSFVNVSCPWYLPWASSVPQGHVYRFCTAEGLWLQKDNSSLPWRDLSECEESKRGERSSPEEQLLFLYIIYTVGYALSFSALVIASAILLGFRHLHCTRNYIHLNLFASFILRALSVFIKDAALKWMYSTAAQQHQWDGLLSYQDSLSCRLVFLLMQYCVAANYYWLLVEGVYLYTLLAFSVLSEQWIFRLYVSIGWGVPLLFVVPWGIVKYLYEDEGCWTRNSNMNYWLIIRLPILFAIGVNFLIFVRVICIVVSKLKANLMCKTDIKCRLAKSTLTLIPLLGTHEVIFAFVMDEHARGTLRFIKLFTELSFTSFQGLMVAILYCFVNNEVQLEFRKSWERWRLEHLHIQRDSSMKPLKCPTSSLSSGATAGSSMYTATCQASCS
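Inverse agonists were sought by their lowering of basal cAMP reporter luciferase output in HEK293 cells stably carrying constitutively active human GLP-1R, after 24 h compound treatment.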
GLP1R ag – activates the human GLP-1 receptor | P43220 | HEK293 GLP-1R CRE-luciferase, luminescence, 4-6 h; cells express a hypersensitive GLP-1R form | Potency, µM (doses to about 45.6 µM), for inactives: at the highest dose activation, actives largely listed as activators | actives 0.007% (n = 380,000) | AID 624172; further: potency means the concentration at half of the fitted maximal effect; % of control where 0% means no effect
TDP43 rescue – TDP-43 toxicity inhibition in yeast. TDP-43 expressing yeast growth rescue, BacTiter-Glo, 24 h. Potency, µM (top dose mostly 46.1 µM), for inactives: at the highest dose growth rescue (activation), most hits filed as activators. actives 1.8% (n = 410,000). AID 652104; further: potency means the concentration at half of the fitted maximal effect; % of control where 0% means no effect; nearly all actives have a fitted effect of over 50% in size
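In this qHTS, compounds that restore growth of yeast expressing TDP-43 appear as activators. Cells (OD600=0.02, galactose medium, raffinose-pregrown) are incubated with compound 24 hr at 30 deg C and growth is quantified by BacTiter-Glo.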
HEK293 tox – cytotoxicity counter-screen for GLP-1 receptor inverse agonists. HEK293 cAMP-luciferase reporter cells, luminescence, 24 h. actives 0.13% (n = 410,000). Potency, µM (doses to about 38.3 µM), for the others: at the top dose activity change, negative = inhibition, usual class: inhibitors;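 further: loss of luciferase light is scored as toxicity; potency means the concentration at half of the fitted maximal effect; on the % scale 0 is the no-effect control and ±100 the full control effect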
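Compound-treated cells are incubated 24 hr at 37 deg C under 5% CO2 after a 12 hour attachment period, then luciferase detection reagent is added and luminescence is measured following 12 min at room temperature; lowered signal indicates toxicity.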
PTHR1 ag – PTHR1 (human) receptor agonism; Potency, µM (doses to about 115 µM), for inactives: top-dose activation, usual class: activators; actives 0.075% (n = 410,000); HEK293 GP2 PTHR1 cells, GloSensor cAMP luminescence, 1 h; Q03431; further: potency means the concentration at half of the fitted maximal effect; nearly all actives have a fitted effect of over 55% in size; some results filed as inactive show a strong effect at the top dose; inactives centre near -15; many of its hits are not listed in these tables
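HEK-293-derived GP2 cells expressing PTHR1 and a GloSensor cAMP reporter, 3,000/well, plated overnight, given luciferin plus IBMX (each 0.5 mM as added) for 1 h at 37 °C, then compound for 1 h at 37 °C. Luminescence was read after 15 min at room temperature.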
DRD3 antagonist – antagonists of human D3 dopamine receptor | max response, negative = inhibition, % | AID 652054 | actives 2.5% (n = 360,000) | D3R cells, DiscoveRx beta-arrestin luminescence, antagonist mode; hits give low values; in the data active means max response below about -50%; inconclusive means no clear call, values can overlap the other calls; further: on the % scale 0 is the no-effect control and ±100 the full control effect; mostly tested at two doses, the higher about 12 µM
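Cells plated overnight at 1500 cells/well, then exposed to library compounds with dopamine controls for 90 minutes at 37 degrees C. DiscoveRx reagent added for 30–60 minutes at room temperature; luminescence read, quantitative HTS format.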
KB-V1 cytotox – kills drug-selected multidrug resistant KB-V1 cells. KB-V1 MDR cells viability, CellTiter-Glo, 72 h. Potency, µM (titrated, usually from 46.1 µM), for the others: top-dose activity change, negative = cytotoxicity, most hits filed as cytotoxic. actives 3.4% (n = 400,000); further: potency means the concentration at half of the fitted maximal effect; on the % scale 0 is the no-effect control and ±100 the full control effect; nearly all actives have a fitted effect of over 60% in size
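qHTS viability screen in drug-selected KB-V1 MDR cells: 72 h compound treatment at 37 degrees C, ATP luminescence end point.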
aSyn rescue – inhibitors of alpha-synuclein toxicity in yeast; Yeast expressing alpha-synuclein, growth rescue, BacTiter-Glo, 24 h; Potency, µM (titrated, usually from 46.1 µM), inactives show at the highest dose growth rescue (activation), actives largely listed as activators; actives 0.14% (n = 370,000); AID 652106; further: potency means the concentration at half of the fitted maximal effect; % of control where 0% means no effect; nearly all actives have a fitted effect of over 65% in size
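Galactose-induced alpha-syn yeast (OD600=0.02, raffinose-pregrown) + pinned cpd, 24 hr, 30 deg C; growth by BacTiter-Glo luminescence. Growth restoration scores as activation.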
An asterisk follows results filed as active; i = inactive; ? = inconclusive; . = no result given; [ ] = another dose, or the depositor's remark. Unless noted, the call rests on the fitted dose curve; in most records, active means well fitted curve in the direction sought with a large enough effect; inconclusive means small, poorly fitted or top-dose-only effect, or another doubt; inactive means no such curve, though single readings can be large; an effect the other way counts as inactive or inconclusive.

SMILES	D3 ag	GLP1R inv ag	GLP1R ag	TDP43 rescue	HEK293 tox	PTHR1 ag	DRD3 antagonist	KB-V1 cytotox	aSyn rescue
O=C(Cn1nc2ccccc2n1)N/N=C/c1ccc(F)cc1	-4.1	-0.3%	9.6%	-13.7%	-10.4%	-50.8%[inhibitor]	-0.5	10.0%	-4.0%
COCCN(C(=O)COC(=O)COc1ccc(Cl)c(C)c1)c1c(N)n(Cc2ccccc2)c(=O)[nH]c1=O	-9.2	13.0%	7.6%	-6.0%	-6.7%	i	-19.6	12.3%	-5.2%
O=c1c2[nH]c3cccc(Cl)c3c2ncn1CC1CCCO1 (stereo not given)	-6.6	9.9%	13.7%	-5.8%	1.2%	-8.5%	0.3	-3.9%	1.4%
COc1ccc(CNCc2ccc(F)cc2)c(OC)c1	-20.4	-0.9%	-2.2%	-10.3%	-3.0%	i	-0.1	16.2%	-2.4%
CN1CCN(CCCCOc2cccc3ccccc23)CC1	-18.8	?	7.6%	-14.4%	6.9%	i	-59.0*	-7.2%	2.1%
CC(C)C(C(=O)NC(C)(C)C)N(CCN1CCOCC1)C(=O)CNS(=O)(=O)c1ccccc1 (stereo not given)	26.5	15.4%	-2.6%	-16.7%	8.2%	-3.5%	-1.6	-9.8%	-0.7%
CCS(=O)(=O)Nc1ccc(-c2nc3cccnc3s2)cc1	3.5	?	-1.2%	4.3%	35.7%[activator]	i	11.4	-1.1%	7.2%
O=C(CNC(=O)c1ccc2c(c1)OCCO2)N/N=C/c1ccc(O)cc1O	10.3	-14.9%	-1.4%	-11.1%	2.8%	-11.3%	-6.8	-24.6%	-1.7%
CC1c2nc3ccccc3n2C(CC(=O)NCc2ccccn2)C(=O)N1Cc1ccccc1 (stereo not given)	-2.5	-3.9%	-9.8%	-2.2%	-1.1%	i	36.0	?	-9.5%
O=C(NCc1cn2ccsc2n1)c1cccc(C(F)(F)F)c1	5.1	-1.6%	18.8%	-1.8%	6.3%	i	5.7	-11.6%	2.1%
Cc1sc2nc(-c3ccccc3)oc(=O)c2c1C	5.3	3.0%	0.6%	15.2%	-11.3%	i	6.2	-2.9%	3.3%
CCCOC(=O)c1ccc(NC(=O)c2cc(OC)c(OC)c(OC)c2Br)cc1	-0.5	0.0%	1.3%	12.6µM*	-35.0%	-27.6%	13.1	0.7%	6.2%
CC(=O)N1c2ccc(S(=O)(=O)NCCC(=O)Nc3ccc(F)cc3)cc2CC1C (stereo not given)	6.8	17.7%	3.1%	1.1%	-13.3%	-5.6%	15.7	?	-1.4%
COc1ccc(NC(=O)CSc2nncs2)cc1S(N)(=O)=O	8.9	30.9%	-1.2%	0.5%	-6.4%	i	18.7	16.3%	-2.3%
O=C(Nc1ccc(O)cc1)/C(=C/c1ccco1)NC(=O)c1ccccc1	-8.2	12.0%	26.9%	7.5%	3.5%	i	-6.0	-3.5%	4.0%
O=C(COC(=O)[C@@H]1CC(O)CN1S(=O)(=O)c1ccccc1[N+](=O)[O-])Nc1ccc2ccccc2c1 (stereo not given in full)	4.9	6.1%	-2.3%	10.3%	-13.3%	-9.8%	8.3	2.2%	8.3%
Cc1ccccc1NC(=O)Nc1ccccc1N1CCCCC1	-0.7	?	5.8%	10.9%	0.0%	-23.8%	0.0	?	8.4%
O=C1CCCN1CC(O)CS(=O)(=O)Cc1ccccc1 (stereo not given)	1.5	11.1%	-0.4%	3.8%	0.1%	i	3.2	5.1%	-0.7%
Cc1ccc(CNC(=O)CCCn2c(=O)[nH]c3ccccc3c2=O)cc1	0.6	8.1%	16.9%	3.3%	1.1%	-12.8%[57.5 µM]	-19.2	20.5%	-0.5%
Cc1nc(SCc2cc(=O)c3cccc(F)c3[nH]2)n[nH]1	6.2	3.7%	.	10.2%	-10.8%	i	.	8.8%	.
CCCNc1c(NC(=O)c2ccc(OCCC)cc2)c(=O)oc2ccccc12	-15.5	10.6%	.	8.5%	-7.6%	i	.	-6.1%	.
CCOc1ccc(/C=C(\C#N)c2nc(-c3cc4ccccc4oc3=O)cs2)c(OCC)c1	3.0	8.6%	.	9.4%	30.2%	-19.1%	.	-21.0%	.
O=C(NC1=NCCS1)c1cc(-c2ccc(-c3ccccc3)cc2)nc2ccccc12	4.2	-9.9%	6.5%	27.9%	8.4%	-10.3%	1.9	?	-28.3%
CC1CCN(C(=O)c2ncn(C)c2C(=O)N2CCC(C)CC2)CC1	12.6	12.5%	-3.6%	-6.4%	-63.2%	i	-51.1*	-3.8%	-3.2%
NC(=S)n1[nH]c(-c2ccc([N+](=O)[O-])cc2)c(N=Nc2ccc(O)cc2)c1=O	-6.2	8.3%	24.5%	-0.2%	0.3%	-2.7%	-24.6	0.1%	-7.2%
Cc1cc(C)nc(Sc2c(F)c(F)c(C(F)(F)F)c(F)c2F)n1	0.0	8.5%	-2.1%	11.1%	-4.1%	-11.7%	-19.0	?	-0.3%
COC(=O)c1ccc(NC(=O)C(C)Oc2ccccc2)cc1 (stereo not given)	1.7	-13.2%	0.7%	8.3%	8.9%	i	-24.3	-3.8%	0.4%
CCn1c(O)c(N=NC2=NC(=O)CS2)c2ccccc21	-16.0	7.8%	-6.4%	0.6%	?	i	-79.5*	3.2%	-0.3%
Cc1cc(C)cc(NC(=O)N2CCc3ccccc3C2)c1	-1.4	?	1.9%	5.6%	-4.0%	-21.6%	-8.0	-9.3%	-1.7%
CSc1nc(N)nc2c1ncn2CC(=O)NCc1ccc2c(c1)OCO2	8.8	2.6%	-3.1%	0.9%	-2.7%	i	29.1	-5.8%	0.0%
O=C(O)C1(c2ccccc2)CCN(S(=O)(=O)c2cccc(Cl)c2)CC1	4.2	12.7%	7.2%	7.1%	18.0%	0.6%	2.8	?	11.6%
NNC(=O)c1[nH]c2ccccc2c1-c1ccccc1	2.0	-63.8%	18.8%	22.8%	40.6%[activator]	29.8%	?	-14.1%	0.4%
Cc1ccc(C(=O)OCC(=O)Nc2ccc3c(c2)OCCO3)cc1C	-15.0	12.4%	8.8%	1.9%	-0.5%	-22.5%	0.0	-6.0%	-1.0%
CC1CC(C)CN(C/C=C/c2ccccc2[N+](=O)[O-])C1 (stereo not given)	-30.2	?	-10.3%	-29.7%	-20.9%	-2.9%[57.5 µM]	-73.4*	2.0%	0.6%
COc1ccc(-c2nnc(SCC(=O)/C(C#N)=C(\C)N)o2)cc1	1.8	?	0.5%	-7.1%	-2.6%	-34.5%[inhibitor]	4.6	-1.3%	10.3%
COc1ccc(CNCc2cccn2C)cc1	-11.0	-0.6%	-4.8%	0.0%	-7.2%	-33.6%[inhibitor]	0.1	-6.0%	-1.0%
CC(=O)NCCOc1ccc2oc3ccccc3c2c1	0.7	29.3%	0.0%	28.5%	-15.2%	-0.8%	5.7	2.8%	0.2%
Cc1ccc2oc(=O)n(Cc3ccc(F)cc3)c2c1	10.0	?	3.0%	0.0%	-1.6%	i	5.8	8.5%	-2.8%
O=C(COc1ccc(Cl)cc1)Nc1ccc2[nH]ncc2c1	-7.0	3.0%	0.1%	2.82µM*	-6.3%	-6.0%	-9.0	-1.0%	-3.8%
O=C(NCc1ccccc1)C1Cc2c(-c3cccc(F)c3)ccnc2O1 (stereo not given)	-8.4	?	19.4%	0.0%	?	-19.5%	-50.2*	1.46µM*	10.2%
COc1ccc(C)cc1NC(=O)COC(=O)c1ccccc1SCC(=O)N1CCCC1	0.0	-22.6%	5.2%	-12.8%	-0.6%	-39.8%[inhibitor]	-16.0	?	-0.2%
COc1ccc(NC(=O)C2=C(C)Nc3nc(CCCO)nn3C2c2ccc(OC)c(OC)c2)cc1 (stereo not given)	1.0	37.5%[activator]	-1.3%	-16.5%	8.2%	i	-2.9	16.1%	-3.6%
CSc1nc2[nH]c3c(c2c2nncn12)CC(C)(C)OC3	-3.4	40.5%[activator]	0.1%	-3.9%	0.4%	-3.1%	-22.0	-29.5%	-2.1%
O=C(Nc1ccc(Cl)cc1)Nc1nnc(CSCc2ccc(Cl)cc2)s1	2.9	-24.6%	0.3%	4.7%	-27.2%	-43.8%[inhibitor]	18.9	-27.1%	0.9%
CCOc1ccc(C(=O)N2CCCC(c3nc(-c4ccc(C)o4)no3)C2)cc1 (stereo not given)	8.8	11.2µM*	15.4%	0.0%	-6.3%	-14.3%	-4.0	?	3.1%
CC(C)(C)n1nc2c(c1NC(=O)c1cc3ccccc3o1)CSC2	2.6	-6.9%[0.307 µM]	-2.2%	-0.4%	-1.0%[0.307 µM]	-2.9%	-26.6	-25.4%	-8.0%

Some of the compounds tested. The share of hits here may be higher or lower than overall.
